Assay outcomes deposited in PubChem BioAssay by Sanford-Burnham Center for Chemical Genomics.
Siah-1 displacement: Siah-1 peptide-binding antagonists, primary screen, biochemical, fluorescence polarization, rhodamine-plectin, uHTS (AID 1817); 290,000 compounds, 0.02% hits; E3 ubiquitin-protein ligase SIAH1 (Homo sapiens); displacement, % at 20 µM; hits with a dose series show IC50 in µM; Siah-1 / rhodamine-plectin peptide fluorescence polarization; higher % means a stronger effect;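 active = displacement of at least 50% at 20 µM, with a fluorescence ratio check between 0.3 and a set limit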;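 note: plate controls were Siah plus tracer with DMSO for no effect and tracer alone without Siah for full effect; strong numbers were not always called active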
GPR55 antagonists: GPR55 antagonists blocking LPI-driven arrestin recruitment, primary screen, imaging, U2OS, beta-arrestin-GFP, LPI agonist (AID 2013); 290,000 compounds, 0.13% hits; G-protein coupled receptor 55 (Homo sapiens); inhibition, % at 10 µM, or IC50 in µM where a hit was titrated; U2OS GPR55 beta-arrestin-GFP translocation imaging, LPI antagonism; higher % means a stronger effect;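 active = spots per cell inhibited over 60%, with over 100 cells counted and total cytoplasm intensity under 500,000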;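 note: U2OS cells stably carrying GPR55 and arrestin-GFP stimulated by 5 µM LPI near EC80; imaged beta-arrestin-GFP aggregate spots per cell after agonist stimulation; plate controls were LPI-stimulated DMSO wells for no effect and DMSO wells without LPI for full effect; some results filed as inactive read as strong as hits; confirmed hits need IC50 under 10 µM and bright autofluorescent wells are also inconclusive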
KOR beta-arrestin-1: KOR agonists, beta-arrestin recruitment, primary screen, cell-based, luminescence, uHTS (AID 1777). Kappa-type opioid receptor (Homo sapiens). KOR beta-arrestin recruitment, luminescence; higher % means a stronger effect. one-dose activation, % at 10 µM; EC50 in µM for titrated hits. 280,000 compounds, 0.02% hits; in the data active = activation above about 50%, passing the limit was not always enough; note: a part of the inactive calls stands beside numbers as strong as those of hits
GPR55 activation: GPR55 agonists via beta-arrestin recruitment, primary screen, imaging, U2OS cells, beta-arrestin-GFP redistribution (AID 1961). G-protein coupled receptor 55 (Homo sapiens). U2OS GPR55 beta-arrestin-GFP redistribution imaging; higher % means a stronger effect. one-dose activation, % at 10 µM; EC50 in µM for titrated hits. 290,000 compounds, 0.048% hits;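 active = activation above 40% with more than 50 cells counted in the well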;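 note: U2OS osteosarcoma cells stably expressing GPR55 and beta-arrestin-GFP; plate controls were DMSO negative control for no effect and LPI positive control for full effect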
HIV fusion peptide: inhibitors of HIV fusion peptide binding, primary screen, biochemical, uHTS, fluorescence dequenching (AID 1986). cell-free peptide binding, fluorescence dequenching, 30 min; higher % means a stronger effect. inhibition, % at 20 µM, or IC50 in µM where a hit was titrated. 290,000 compounds, 0.3% hits; in the data active = inhibition mostly above about 52%, no sharp cut-off; inactive = mostly below about 76%; note: some results filed as inactive read as strong as hits
GPR35 antagonists: GPR35 antagonists blocking zaprinast-driven arrestin recruitment, primary screen, imaging, U2OS, beta-arrestin-GFP, zaprinast agonist (AID 2058). 290,000 compounds, 0.052% hits. inhibition, % at 10 µM, or IC50 in µM where a hit was titrated. U2OS GPR35 beta-arrestin-GFP translocation imaging, zaprinast antagonism; higher % means a stronger effect;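 active = inhibition of at least 50% with at least 30 cells and total cytoplasm GFP at most 10,000,000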
AID2073: inhibitors of Mint1-CaV2.2 protein interaction, biochemical, HTRF (AID 2073); Voltage-dependent N-type calcium channel subunit alpha-1B (Homo sapiens); HTRF protein-protein interaction, Mint1-CaV2.2; higher % means a stronger effect; inhibition, % at 20 µM; hits with a dose series show IC50 in µM; 290,000 compounds, 0.19% hits; in the data active = inhibition mostly above about 51%, no sharp cut-off; note: some results filed as inactive read as strong as hits
NOD1 inhibition: NOD1 signaling inhibitors, primary screen, cell-based, luminescence, uHTS (AID 1578). NOD1-driven NF-kB luciferase reporter cells, luminescence; higher % means a stronger effect. inhibition, % at 4 µM, or EC50 in µM where a hit was titrated. 290,000 compounds, 1% hits; in the data active = inhibition mostly above about 36%, no sharp cut-off; inactive = mostly below about 34%;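 note: HEK-293T reporter cells stimulated with the NOD1 agonist gamma-tri-DAP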
KOR beta-arrestin-2: KOR antagonists, beta-arrestin recruitment, cell-based, luminescence, uHTS (AID 1778); Kappa-type opioid receptor (Homo sapiens); KOR beta-arrestin recruitment, luminescence, antagonist mode; higher % means a stronger effect; inhibition, % at 10 µM, or IC50 in µM where a hit was titrated; 290,000 compounds, 0.091% hits; in the data active = inhibition above about 50%; note: strong numbers were not always called active
An asterisk follows results filed as active; . = not tested or not shown; [ ] = remark or other dose. These rows are one share of the data. The share of hits here may be higher or lower than overall.

The first eleven entries as a preview:
SMILES	Siah-1 displacement	GPR55 antagonists	KOR beta-arrestin-1	GPR55 activation	HIV fusion peptide	GPR35 antagonists	AID2073	NOD1 inhibition	KOR beta-arrestin-2
O=C(O)c1cccc(NC(=S)NCc2ccccc2)c1	13%	-1%	-1.1%	0.1%	2.2%	5%	-2%	-23%	-4%
Cc1ccc(Cl)cc1N1CCN(Cc2nnnn2Cc2ccco2)CC1	4%	-3%	-4.0%	0.0%	-0.5%	1%	-3%	-6%	11%
COc1ccc(C)cc1NC(=O)C1CCN(C(=O)C2CC(=O)N(c3ccc(C)cc3)C2)CC1 (configuration not stated)	6%	-14%	8.1%	-0.4%	0.4%	22%	12%	-24%	-59%
O=C(NCc1ccccc1)c1ccc2c(=O)[nH]c3c(C(=O)NCC4CCCO4)sc(=S)n3c2c1 (configuration not stated)	-9%	15%	-8.3%	0.2%	25µM*	2%	32%	-26%	-18%
COc1ccc(-n2c(COc3cccc(C)c3)n[nH]c2=S)cc1	5%	-1%	-3.3%	-0.2%	1.0%	-8%	-24%	-28%	16%[20 µM]
Cc1cc(NC(=O)CSc2nnc(COc3cccc(C)c3C)n2Cc2ccco2)no1	5%	0%	-1.0%	-0.1%	4.2%	-3%	4%	-20%	0%
COc1ccc(NC(=O)c2ccc(Br)o2)c([N+](=O)[O-])c1	1%	-1%	4.0%	-0.1%	2.7%	-1%	-2%	-3%	-13%
CN(CC(=O)NC(=O)NCc1ccccc1)Cc1ccc(Cl)cc1	-4%	-4%	-1.3%	1.3%	-1.2%	4%	1%	-17%	-26%
CCC(C)(C)C1CCc2c(sc(NC(=O)c3ccoc3C)c2C(N)=O)C1 (configuration not stated)	-7%	4%	0.7%	-0.1%	-1.1%	8%	41%	-8%	-1%
COc1ccc(N(C(=O)CNC(=O)c2cccs2)C(C(=O)NCC2CCCO2)c2ccccc2)cc1OC (configuration not stated)	-1%	-7%	.	0.7%	0.9%	-6%	4%	-22%	-27%[20 µM]
COc1ccc2c(c1)c(=O)c(C(=O)c1ccccc1)cn2Cc1ccc(C)cc1	2%	-10%	-0.4%	-0.2%	0.3%	-20%	-2%	-17%	10%

The listing, previewed entries included:
SMILES	Siah-1 displacement	GPR55 antagonists	KOR beta-arrestin-1	GPR55 activation	HIV fusion peptide	GPR35 antagonists	AID2073	NOD1 inhibition	KOR beta-arrestin-2
O=C(O)c1cccc(NC(=S)NCc2ccccc2)c1	13%	-1%	-1.1%	0.1%	2.2%	5%	-2%	-23%	-4%
Cc1ccc(Cl)cc1N1CCN(Cc2nnnn2Cc2ccco2)CC1	4%	-3%	-4.0%	0.0%	-0.5%	1%	-3%	-6%	11%
COc1ccc(C)cc1NC(=O)C1CCN(C(=O)C2CC(=O)N(c3ccc(C)cc3)C2)CC1 (configuration not stated)	6%	-14%	8.1%	-0.4%	0.4%	22%	12%	-24%	-59%
O=C(NCc1ccccc1)c1ccc2c(=O)[nH]c3c(C(=O)NCC4CCCO4)sc(=S)n3c2c1 (configuration not stated)	-9%	15%	-8.3%	0.2%	25µM*	2%	32%	-26%	-18%
COc1ccc(-n2c(COc3cccc(C)c3)n[nH]c2=S)cc1	5%	-1%	-3.3%	-0.2%	1.0%	-8%	-24%	-28%	16%[20 µM]
Cc1cc(NC(=O)CSc2nnc(COc3cccc(C)c3C)n2Cc2ccco2)no1	5%	0%	-1.0%	-0.1%	4.2%	-3%	4%	-20%	0%
COc1ccc(NC(=O)c2ccc(Br)o2)c([N+](=O)[O-])c1	1%	-1%	4.0%	-0.1%	2.7%	-1%	-2%	-3%	-13%
CN(CC(=O)NC(=O)NCc1ccccc1)Cc1ccc(Cl)cc1	-4%	-4%	-1.3%	1.3%	-1.2%	4%	1%	-17%	-26%
CCC(C)(C)C1CCc2c(sc(NC(=O)c3ccoc3C)c2C(N)=O)C1 (configuration not stated)	-7%	4%	0.7%	-0.1%	-1.1%	8%	41%	-8%	-1%
COc1ccc(N(C(=O)CNC(=O)c2cccs2)C(C(=O)NCC2CCCO2)c2ccccc2)cc1OC (configuration not stated)	-1%	-7%	.	0.7%	0.9%	-6%	4%	-22%	-27%[20 µM]
COc1ccc2c(c1)c(=O)c(C(=O)c1ccccc1)cn2Cc1ccc(C)cc1	2%	-10%	-0.4%	-0.2%	0.3%	-20%	-2%	-17%	10%
CCOC(=O)N1CCN(C(=O)c2ccc3nc(C)sc3c2)CC1	1%	-2%	0.6%	-0.1%	1.1%	12%	8%	-1%	28%
COc1cc(/C=C2\N=C3CCCCCN3C2=O)ccc1O	-4%	-1%	-0.6%	0.0%	18%	-14%	-21%	-11%	-2%
CC(C)(C)c1cccc(C2(O)C(=O)c3ccccc3C2=O)c1O	4%	7%	0.0%	0.0%	4.2%	-4%	-5%	-3%	-17%
CCOCCCn1c(SCc2ccccc2)nnc1-c1ccncc1	5%	-5%	5.7%	-0.2%	-0.5%	-12%	3%	-27%	4%
COC(=O)C(CC(=O)c1ccc(Br)cc1)n1ccnc1 (configuration not stated)	0%	9%	-11%	-0.1%	2.2%	-4%	7%	14%	38%
Cc1ccccc1NC(=S)NCCC(c1ccccc1)c1ccccc1	0%	17%	-1.9%	-0.1%	-0.7%	6%	-11%	25%	-3%
Cc1ccc(OCc2n[nH]c(=S)n2C2CCCCC2)cc1	-1%	15%	-2.3%	-0.1%	-0.5%	6%	-28%	-2%	8%
Cc1cc(C(C)(C)C)oc1C(=O)N(CC(=O)NC1CCCC1)Cc1ccccc1	-1%	14%	-0.5%	-0.3%	0.7%	6%	5%	-18%	7%
CCOc1ccc(OCc2ccc(C(=O)N3CCCC3)o2)cc1	1%	-1%	-1.5%	0.0%	-3.9%	4%	-4%	-4%	-21%
CC(=O)OC(COc1ccc(F)cc1)Cn1cnc2ccccc21 (configuration not stated)	15%	9%	-1.3%	-0.1%	0.7%	4%	-1%	-40%	-5%[20 µM]
CC(=O)Cc1nsc(NC(=O)c2cc(-c3ccccc3Cl)oc2C)n1	-3%	-7%	-2.8%	-0.1%	-2.1%	3%	14%	3%	-42%
c1ccc2c(-c3nn[nH]n3)cccc2c1	5%	13%	-0.3%	0.5%	0.5%	13%	9%	-27%	32%
O=C(CCc1nc(-c2ccccc2)c(-c2ccccc2)o1)OCc1ccc(Cl)cc1	6%	11%	0.5%	-0.2%	-2.5%	-10%	2%	0%	-10%
CCOc1ccccc1CN1C(=O)C2(OCCO2)c2ccccc21	-1%	13%	0.7%	-0.1%	1.0%	-3%	8%	-15%	-1%
Cc1cc(=O)[nH]c(SCC(=O)Nc2ccc(F)c([N+](=O)[O-])c2)n1	0%	4%	-0.9%	0.2%	-1.6%	4%	-1%	-20%	43%
O=C(C1CC1c1ccccc1)N1CCOCC1 (configuration not stated)	0%	2%	-2.6%	-0.1%	30%	0%	-6%	-9%	18%
O=S(=O)(c1ccc(OCC(O)CN2CCN(c3ccc(F)cc3)CC2)cc1)N1CCOCC1 (configuration not stated)	0%	4%	16%	0.1%	0.9%	-14%	-7%	5%	2%
O=C(N/N=C/c1ccccn1)c1ccc(NC(=O)c2ccc(F)cc2)cc1	2%	12%	2.9%	-0.1%	-3.4%	-6%	3%	18%	-20%
O=C(CNCc1ccccc1)NC1C2CC3CC(C2)CC1C3 (configuration not stated)	-4%	5%	-3.8%	0.2%	1.4%	9%	-8%	6%	-22%[20 µM]
O=C(c1ccccc1)N1N=C(c2ccccc2)CC1c1ccccc1O (configuration not stated)	1%	-2%	3.6%	-0.1%	1.2%	-2%	21%	-33%	0%
CC(=O)NC(CC(=O)O)c1ccccc1 (configuration not stated)	2%	3%	7.3%	-0.1%	-1.9%	-2%	5%	-1%	-3%
CCC(=O)Nc1cccc(NC(=O)CSc2nnc(C3CC3)n2C)c1	2%	5%	1.4%	-0.3%	-1.8%	-4%	-6%	-10%	-1%
COc1cc(C(=O)O)cc(NC(=O)c2cccs2)c1OC	-1%	2%	10%	-0.2%	-1.9%	-10%	5%	42%	-6%
CCN1C(=O)c2ccccc2S(=O)c2ccc(C(=O)NC3CC3)cc21 (configuration not stated)	0%	-2%	3.0%	0.6%	1.1%	12%	18%	38%	-13%
O=c1c2cc([N+](=O)[O-])ccc2nc(CN2CCN(c3ccccn3)CC2)n1-c1ccccc1F	-3%	6%	57%	0.3%	-3.5%	-14%	-8%	.	-22%
CC1(C)CC(=O)C2=C(C1)Nc1ccccc1NC2c1cccnc1 (configuration not stated)	1%	0%	47%	0.1%	5.8%	-5%	-2%	0%	-1%
Cn1cc([N+](=O)[O-])c(C(=O)Nc2ccn(C34CC5CC(CC(C5)C3)C4)n2)n1	0%	0%	-3.6%	-0.2%	-0.2%	4%	5%	-21%	-22%
Cc1ccc(S(=O)(=O)c2cc3c(=O)n4cccc(C)c4nc3n(Cc3ccncc3)c2=N)cc1	4%	12%	-2.0%	-0.1%	7.9%	5%	20%	1%	2%
NC(=O)c1ccc(NC(=O)c2cnc3ccccc3n2)cc1	12%	7%	-0.3%	0.5%	-1.2%	-4%	8%	-13%	0%
CCOC(=O)C1=C(N)Oc2cc(C)n(CCc3ccc(OC)c(OC)c3)c(=O)c2C1c1cccnc1 (configuration not stated)	-1%	-7%	-8.1%	-1.0%	-3.4%	-1%	0%	10%	-65%
COc1ccc(CCNC(=O)Cn2nnc(-c3ccc(N4CCOCC4)cc3)n2)cc1OC	-1%	8%	3.7%	0.1%	0.2%	-10%	-7%	-5%	-29%
COc1ccc(NC(=O)c2ccc(-n3cccn3)nc2)c(OC)c1	2%	17%	-0.9%	-0.1%	-1.4%	10%	13%	53%	-17%
[O-]/C(=C(\C(=S)Nc1ccccc1F)[n+]1ccccc1)c1ccc(OC(F)F)cc1	1%	-10%	-0.6%	-0.2%	0.8%	-3%	-11%	-1%	23%
COc1ccc(/C(O)=C2/C(=O)C(=O)N(CCCN(C)C)C2c2cccc(Cl)c2)cc1OC (configuration not stated)	0%	2%	-1.5%	-0.1%	-0.3%	4%	0%	-18%	40%
Cc1ccc(C)c(N2CC(C(=O)O)CC2=O)c1 (configuration not stated)	-1%	-14%	3.1%	-0.2%	0.5%	8%	4%	-31%	-17%
COc1ccccc1C(=O)Nc1nnc(-c2ccc(Cl)cc2)o1	0%	13%	-4.0%	0.3%	-0.9%	23%	-2%	0%	31%
